High-throughput results: PubChem, several laboratories
Arrestin-AP2 inh: human beta-arrestin and AP2 interaction inhibition. FITC-arrestin peptide / GST-AP2 beads, flow cytometry; AP2 beta2 appendage carries R879A mutation. inhibition, % at 10 µM. 0.31% of 340,000 active;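 active = inhibition above a set limit, near 3 SD of compounds lacking own fluorescence, cut at about 54% in these data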;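 also: plate controls were DMSO wells for no effect and 5 µM unlabelled arrestin peptide for full effect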
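System: GST-AP2 R879A glutathione beads; medium: PBS, Tween 20 0.05%, BSA 0.1%; reagent: fluorescein-tagged arrestin peptide at 50 nM final; schedule: pre-incubation 12 min, peptide binding 1 h, room temperature; detection: flow cytometry, FL1 (488/535 nm); read-out: inhibition as reduced fluorescein signal on beads, percent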
PfHsp90 set2: growth inhibition of yeast expressing Plasmodium Hsp90 | 0.32% of 310,000 active | inhibition, % at 9.4 µM | S. cerevisiae expressing PfHsp90, BacTiter-Glo ATP, 48 h; yeast lacking PDR1 and PDR3 efflux regulators | AID 504621;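 active = every replicate shows inhibition above about 80%, whatever the replicate mean, limit read from the data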;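 also: 0% = DMSO neutral controls and 100% = 20 µM radicicol positive controls; yeast relying on Plasmodium falciparum Hsp90 in place of its own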
MOR-DOR ag: OPRM1-OPRD1 heterodimerization agonism | activation, % at 9.3 µM | 0.3% of 340,000 active | AID 504326 | cells, luminescence; in the data active = activation above about 18%;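 also: 0% = vehicle-treated cells and 100% = reference agonist; values of inactives mirror those of a sister screen read the other way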
phage Ecoli inh: E. coli growth loss with phage present. AID 651602. inhibition, % at 11.9 µM. 0.26% of 360,000 active. growth absorbance; in the data active = inhibition above about 11%
PKA-R1A activ: activates the PKA-R1A holoenzyme complex. AID 504707. PKA-R1A dissociation, Cy5-IP20 fluorescence polarization; scaled: DMSO 0%, 113 µM cGMP 100%. activation, % at 11.4 µM. 0.083% of 340,000 active;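 active = percent activation above the mean of all tested compounds plus 3 SD, cut at about 19% in these data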;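 also: higher means more PKAc released from R1A so a rise in polarization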
Tat export inh: E. coli Tat transport inhibition. E. coli MC4100 TorA-mCherry Tat export, fluorescence. inhibition, % at 10 µM. 0.036% of 340,000 active. AID 488895;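 active = mean replicate inhibition at least 50% and at least half of replicates individually reaching 50%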;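 also: exported cargo escapes ClpAP degradation while cytoplasmic cargo is degraded and loses fluorescence; 0% = median of neutral control wells and 100% = median of NaSCN control wells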
AddAB inh: less growth of phage-infected E. coli with AddAB; E. coli expressing H. pylori AddAB, absorbance growth; inhibition, % at 11.9 µM; 0.29% of 330,000 active; in the data active = inhibition above about 12%;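 also: 0% = vehicle wells of infected cells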
E coli growth: bacterial growth inhibition, counter-screen for AddAB inhibitors; E. coli V3065 growth, OD600 absorbance, 18 h; inhibition, % at 11.9 µM; 0.27% of 330,000 active;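 active = inhibition above the campaign's mean inhibition across all tested compounds plus 3 SD, cut at about 9.9% in these data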;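 also: uninfected addAB+ strain grown without phage in ampicillin broth; 0% = DMSO wells and 100% = ciprofloxacin 0.95 µg/ml wells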
SUMO Mot1 rescue: inhibitors of SUMOylation pathway: yeast Mot1-301 growth rescue; AID 2716; 1% of 320,000 active; S. cerevisiae Mot1-301 growth rescue, ATP luminescence, 38.5C; percent above DMSO median, 100 means doubled; growth rescue, % at 18.8 µM;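 active = every valid replicate shows activation above 250% relative to neutral control wells; inactive = the rest, any valid replicate at or below 250%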;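 also: OY570 slx delta 5 strain wells were the positive control but not used for scaling; some compounds called inactive have numbers as strong as hits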
DSG3 Ab inh: blocks pemphigus antibody binding to human desmoglein-3 | DSG3-coupled beads, scFv-anti-DSG3-GFP binding, flow cytometry; stronger effect = lower value | AID 588358 | P32926 | binding (percent of control), % at 10 µM | 0.48% of 310,000 active;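 active = binding more than 3 SD below its plate's average and above zero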;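 also: hits lower antibody fragment binding to DSG3; some compounds called inactive have numbers as strong as hits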
Target sequence (P32926 whole entry, looked up, the tested form may be a part): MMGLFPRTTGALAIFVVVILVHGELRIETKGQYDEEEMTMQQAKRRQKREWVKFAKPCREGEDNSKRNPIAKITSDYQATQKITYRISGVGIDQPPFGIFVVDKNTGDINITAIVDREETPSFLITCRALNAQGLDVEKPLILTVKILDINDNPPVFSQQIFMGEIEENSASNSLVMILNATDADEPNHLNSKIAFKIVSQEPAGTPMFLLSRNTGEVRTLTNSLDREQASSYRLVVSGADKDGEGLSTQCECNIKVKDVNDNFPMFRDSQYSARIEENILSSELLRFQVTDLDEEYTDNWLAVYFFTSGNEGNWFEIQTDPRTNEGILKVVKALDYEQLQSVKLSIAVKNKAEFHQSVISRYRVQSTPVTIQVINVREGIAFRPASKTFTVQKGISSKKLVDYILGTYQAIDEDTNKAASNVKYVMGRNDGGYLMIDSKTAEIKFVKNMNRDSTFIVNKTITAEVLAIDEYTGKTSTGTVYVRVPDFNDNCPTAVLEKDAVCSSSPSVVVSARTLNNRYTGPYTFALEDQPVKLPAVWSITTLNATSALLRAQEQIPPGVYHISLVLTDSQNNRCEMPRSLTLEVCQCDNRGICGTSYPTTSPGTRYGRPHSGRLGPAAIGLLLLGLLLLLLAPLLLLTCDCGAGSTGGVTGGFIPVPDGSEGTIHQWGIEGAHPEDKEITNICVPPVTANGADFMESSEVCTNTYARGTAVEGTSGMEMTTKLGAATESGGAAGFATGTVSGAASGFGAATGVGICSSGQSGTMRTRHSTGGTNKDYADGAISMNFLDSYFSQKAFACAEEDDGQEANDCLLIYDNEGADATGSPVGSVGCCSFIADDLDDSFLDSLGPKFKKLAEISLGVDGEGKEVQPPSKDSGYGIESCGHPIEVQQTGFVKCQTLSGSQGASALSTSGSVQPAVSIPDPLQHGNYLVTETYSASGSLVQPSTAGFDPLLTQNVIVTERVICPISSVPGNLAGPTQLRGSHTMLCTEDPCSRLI
MOR-DOR inv ag: inverse agonists of human mu-delta opioid receptor heterodimerization | cell-based MOR-DOR heterodimer luminescence, inverse agonism | inhibition, % at 9.3 µM | 0.21% of 340,000 active; in the data active = inhibition above about 22%, passing the limit was not always enough;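 also: 0% = cells with DMSO and 100% = wells without cells with DMSO; values of inactives mirror those of a sister screen read the other way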
Active calls of the source: *; · = not tested or not shown.

SMILES	Arrestin-AP2 inh	PfHsp90 set2	MOR-DOR ag	phage Ecoli inh	PKA-R1A activ	Tat export inh	AddAB inh	E coli growth	SUMO Mot1 rescue	DSG3 Ab inh	MOR-DOR inv ag
O=C(CCCSc1nc2ccccc2[nH]1)Nc1nnc(-c2ccccc2)o1	-6	·	-1.7	-0.1	-1	10	-1.9	0.6	-13	103	8
CCOc1ccc(NC(=O)COc2ccc(OC)cc2)cc1	4	-14	-0.6	4.9	7	2	2.0	2.0	-14	114	5
CCc1ccc(C2N(c3ccc(OC)cc3)C(=O)C3CCCN32)cc1 (stereo unspecified)	6	-8	-3.1	1.2	-14	-14	2.7	1.0	7	105	16
COC(=O)c1cc(NC(=O)c2cccc([N+](=O)[O-])c2C)ccc1Cl	19	12	0.5	3.4	4	-4	1.6	-2.3	5	103	-3
COc1ccc(-c2cc(C(=O)N3CCc4ccccc4C3)no2)cc1OC	-8	1	1.0	1.2	-3	10	4.2	1.2	3	109	-6
CCOC(=O)N1CCN(C(=O)C(=O)Nc2sc3c(c2C(N)=O)CC(C)(C)OC3)CC1	-9	-47	-1.7	0.7	-2	-3	3.1	1.2	-12	101	9
Cc1ccc(-n2c(N)cc(=O)nc2SCC(=O)N2CCN(c3ccccc3)CC2)cc1	-3	4	-2.7	1.0	-23	1	-1.8	1.3	-17	97	15
CC(Sc1nnc(-c2cccnc2)n1-c1ccccc1)C(=O)NCc1ccc2c(c1)OCO2 (stereo unspecified)	2	-4	-1.9	2.5	-2	1	-1.3	0.4	4	96	11
COc1ccc(C(C)C)cc1S(=O)(=O)N1CCN(C)CC1	24	-43	-1.6	3.6	-15	2	0.0	0.0	-1	98	10
O=C(/C=C/c1cccs1)N1CCC2(CC1)Oc1ccc(Cl)cc1C(=O)C21CC(c2cccnc2)=NO1 (stereo unspecified)	-1	19	2.5	2.6	4	-6	0.2	2.2	2	101	-14
COc1ccc(S(=O)(=O)Nc2cccc3c2O[C@H](CN(C)CC2CCCCC2)[C@@H](C)CN([C@H](C)CO)C3=O)cc1	·	9	-2.1	2.4	3	-38	0.9	-0.1	9	96	12
CCOc1cccc(C(=O)N2CCCCC2c2cccnc2)c1 (stereo unspecified)	-9	·	-2.4	2.6	-2	2	1.1	-2.7	12	·	14
COc1ccc(NC(=O)CSc2nc(N)c3cc4c(nc3n2)CC(C)(C)OC4)cc1	0	26	-0.9	-1.9	-2	5	-0.3	1.0	-26	107	4
CC(=O)Nc1ccccc1NC(=O)c1cc(C)cc(C)c1	-2	-12	-3.1	5.9	-15	-2	0.0	-0.8	-6	79	16
COc1ccccc1-c1nnc(SCC(=O)NC2CCCCC2)n1N	12	7	0.5	-0.2	-5	0	-2.3	0.0	-2	110	-2
CN(C)CCC(=O)NCC1OCCc2ccccc21 (stereo unspecified)	27	-23	-3.5	3.4	-4	-5	2.2	1.7	-12	95	14
Cc1cc(C)c(NC(=O)c2ccoc2C)c(C)c1	2	19	-0.9	2.7	-22	-5	1.2	-0.1	-24	98	5
CC1(C)Cc2[nH]c(=S)c(C#N)cc2CO1	33	17	-0.5	1.1	3	-3	1.9	-2.1	15	95	3
COc1cc(OC)c(/C=N/NC(=O)c2ccncc2)cc1Br	-9	-1	·	1.4	·	-2	4.6	-3.1	-11	105	·
CCOc1ccc(CC(=O)Nc2c(C(=O)Nc3ccccc3)oc3ccccc23)cc1OCC	27	9	-0.3	2.2	-8	4	1.0	0.1	10	·	2
Cc1ccc(S(=O)(=O)NC(=NC(C)C(=O)O)c2ccccc2)cc1 (stereo unspecified)	4	-11	-2.8	3.5	5	7	0.6	4.3	14	102	15
Cc1oc2cc(O)ccc2c(=O)c1-c1cnn(-c2ccccc2)c1	1	11	-0.7	1.0	-2	8	4.9	-0.7	-26	101	3
COc1cc2c(cc1Cl)C(=O)C(F)(c1ccccc1)C(=O)N2 (stereo unspecified)	-8	7	-1.1	3.9	3	2	-0.2	0.1	-14	114	5
Cc1ccc2c(c1C)NC(C)CC2C (stereo unspecified)	8	22	-1.9	3.0	-8	0	-1.8	-0.1	139	92	10
O=C1CC(c2nc3ccccc3[nH]2)CN1Cc1ccccc1 (stereo unspecified)	2	-18	-3.0	1.8	1	-2	0.0	-1.7	3	105	15

(more compounds)
SMILES	Arrestin-AP2 inh	PfHsp90 set2	MOR-DOR ag	phage Ecoli inh	PKA-R1A activ	Tat export inh	AddAB inh	E coli growth	SUMO Mot1 rescue	DSG3 Ab inh	MOR-DOR inv ag
N#Cc1c(/N=C/c2ccc(Br)s2)sc2c1CCC2	22	·	-1.8	2.6	-7	-2	·	·	·	101	10
CCn1c(SCC(=O)c2ccc(O)c(O)c2)nnc1-c1ccc(C)cc1	-8	3	-3.5	5.1	-9	-18	-3.0	-2.4	2	105	20
NS(=O)(=O)c1ccc(CCNC(=O)c2ccc(Br)s2)cc1	2	-3	-3.9	3.0	-5	5	3.9	0.6	-5	105	18
O=C(COC(=O)c1ccc(Cl)c(S(=O)(=O)N2CCOCC2)c1)NCc1ccco1	3	16	-0.5	1.2	-7	-8	3.6	2.6	-1	110	3
CCOC(=O)C1CCN(C(=O)CN(c2ccc3c(c2)OCCO3)S(C)(=O)=O)CC1	-3	17	0.3	2.2	4	10	-0.2	-2.7	·	119	-1
CC1CCCN(C(=O)c2cc3ccccc3cc2O)C1 (stereo unspecified)	3	3	-2.2	0.4	12	8	1.8	0.9	0	103	7
Cc1ccc2oc(C(=O)Nc3ccc(S(=O)(=O)Nc4ncccn4)cc3)c(C)c2c1	-7	-7	-2.5	1.1	-4	26	-1.3	1.2	6	104	13
CC(=O)Nc1cccc(C(=O)OCC(=O)Nc2ccc(Cl)cn2)c1	6	14	2.6	1.5	14	18	0.8	-1.3	10	103	-17
Cn1c(=O)c2ccccc2n(CC(=O)NC2CCCCC2)c1=O	16	10	-0.9	2.4	-14	-8	0.2	-3.6	12	109	6
Clc1ccccc1C(c1nnnn1Cc1ccco1)N1CCN(Cc2ccco2)CC1 (stereo unspecified)	8	0	-0.3	2.2	-8	4	2.7	-1.6	-13	96	2
O=[N+]([O-])c1cc(C(F)(F)F)ccc1NC1CCN(Cc2ccccc2)C1 (stereo unspecified)	23	32	2.0	3.4	5	2	1.6	-3.0	262*	108	-11
Cc1cc2c(=O)oc(-c3ccccc3Br)nc2s1	12	-5	1.9	0.5	1	9	·	·	·	133	-10
O=C(O/N=C1\CCCc2ccccc21)c1ccc(F)cc1	4	3	5.5	3.4	-2	-3	2.8	-0.8	9	90	-27
CCOc1ccc(NS(=O)(=O)c2ccc3[nH]cc(C(=O)NCCOC)c(=O)c3c2)cc1	-6	10	0.5	1.8	3	-3	2.0	-0.4	·	75	-3
O=C(CSc1nc2[nH]ncc2c(=O)n1-c1ccccc1Br)NCc1ccco1	25	·	-0.7	3.3	-3	0	1.5	-2.0	16	105	4
NS(=O)(=O)c1ccc(CNC(=S)NC2CCCCC2)cc1	-7	0	-1.4	-0.9	-4	-8	1.8	-1.2	-5	97	8
CCn1c(C2CCN(Cc3ccccc3)CC2)n[nH]c1=S	13	-6	-3.1	0.8	9	2	0.3	1.2	3	·	14
O=C(NC1CCCCC1)c1cc2cc(Br)ccc2o1	36	4	2.2	2.4	10	-2	5.1	-1.9	-15	114	-12
C[C@H](CO)N1C[C@H](C)[C@@H](CN(C)C(=O)Nc2ccccc2)Oc2ccc(NS(=O)(=O)c3ccc(F)cc3)cc2C1=O	·	-18	-2.4	0.5	0	0	2.1	-1.0	4	99	14
CN(CCOc1ccccc1)C(=O)C1CCC(=O)N(CCCN2CCCC2=O)C1 (stereo unspecified)	-7	5	-0.2	1.2	-4	-1	3.9	-0.1	-11	·	1
COc1ccc(NC(=O)c2cnc(SC)nc2)cc1	38	-11	-1.2	-1.3	1	-11	0.2	0.8	5	114	6
NC(=O)CC(NC(=O)Cc1ccc(Br)cc1)c1ccc(N2CCC(Cc3ccccc3)CC2)c([N+](=O)[O-])c1 (stereo unspecified)	-6	-3	-2.0	7.5	-14	-7	3.4	-1.3	-2	99	9
Cc1ncsc1CCC(=O)N1CCCC(C(=O)c2cccc(Cl)c2)C1 (stereo unspecified)	-1	-3	-0.6	2.9	11	-3	4.0	0.0	19	98	4
COC(=O)C1C(=O)NCC1c1ccc(C)cc1 (stereo unspecified)	12	10	-0.8	2.5	7	-6	2.8	-1.6	0	115	4
CCCn1c(Sc2nnnn2-c2ccccc2)n[nH]c1=O	4	·	-2.2	3.9	-9	-6	1.0	-2.4	·	·	13

SUMO Mot1 rescue: hit marks shown above
Structure	Arrestin-AP2 inh	MOR-DOR ag	phage Ecoli inh	PKA-R1A activ	Tat export inh	AddAB inh	SUMO Mot1 rescue	DSG3 Ab inh	MOR-DOR inv ag
O=[N+]([O-])c1cc(C(F)(F)F)ccc1NC1CCN(Cc2ccccc2)C1 (stereo unspecified)	23	2.0	3.4	5	2	1.6	262*	108	-11

New compounds follow:
SMILES	Arrestin-AP2 inh	PfHsp90 set2	MOR-DOR ag	phage Ecoli inh	PKA-R1A activ	Tat export inh	AddAB inh	E coli growth	SUMO Mot1 rescue	DSG3 Ab inh	MOR-DOR inv ag
COc1cccc(Nc2ccc(C(=O)O)cc2N)c1	3	-8	0.7	-2.0	-6	-4	1.8	3.4	-7	102	-3
COc1ccccc1/C=C/CN1CCC(CO)(Cc2ccccc2)CC1	9	-19	-1.1	1.4	-17	2	-0.3	-3.5	141	108	6
CC1=NN(c2nc3ccccc3s2)C(O)(C(F)(F)F)C1 (stereo unspecified)	13	12	0.4	-1.7	3	-10	-0.9	-0.5	18	117	-2
COC(=O)[C@@]1(C)[C@H]2C(=O)N(Cc3ccccc3)C(=O)[C@H]2[C@H]2CN=C(SCc3ccc(Cl)cc3)N21	9	6	-0.9	3.5	-2	4	-2.0	-2.5	·	96	5
CCSc1nnc(NC(=O)CC(C)C)s1	-9	20	-2.4	1.2	-3	-3	3.4	1.4	11	100	12
CN(CC(=O)N(CCO)Cc1ccccc1)S(=O)(=O)c1ccc2c(c1)c(=O)n(C)c(=O)n2C	35	-2	-3.4	-2.7	-5	-7	4.7	2.2	27	104	17
CSc1cccc(NC(=O)CCn2c(=O)c3cccn3c3cccnc32)c1	3	-28	-3.3	-0.9	-21	2	4.5	-0.5	-7	101	17
Cc1c(Cl)cn2c(=O)cc(CN3CCN(c4ccccc4)CC3)nc2c1Cl	1	-10	-0.2	4.6	-6	-5	-5.3	-0.9	2	98	1
O=c1c(-c2ccc(F)cc2)coc2cc(O)ccc12	-4	-3	-2.4	1.3	1	0	4.4	2.4	6	127	14
COc1cc(N)c2ncccc2c1Cl	37	25	4.1	-0.9	6	-3	·	·	·	95	-21
CCC(=O)N1COC[C@@H]1Cc1ccccc1	-7	-18	-2.3	3.3	-2	-9	0.3	-0.1	27	118	12
COc1ccc(S(=O)(=O)NCc2ccccn2)cc1NC(=O)c1ccccc1F	-11	-25	-3.9	-0.2	-2	3	3.4	-0.6	169	105	22
CN(C)S(=O)(=O)c1ccc(C(=O)N2CCN(S(=O)(=O)c3cccs3)CC2)cc1	-2	-31	-2.7	4.0	1	11	-1.0	-2.9	-20	103	16
